# Screening data from PubChem.
# aGlu spleen mod: qHTS Assay for Inhibitors and Activators of Human alpha-Glucosidase From Spleen Homogenate. Lysosomal alpha-glucosidase (Homo sapiens), P10253. human spleen homogenate, 4-MU-alpha-glucoside fluorescence. Potency, µM (doses to about 79.9 µM), inactives show top-dose activity change, negative = inhibition, most hits filed as inhibitors. actives 0.006% (n = 240,000). AID 2112, 2009;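 further: 0% = enzyme with vehicle and -100% = no enzyme basal signal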
#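 Enzyme source: human spleen homogenate, 1 ug/well. Buffer 50 mM citric acid/K phosphate pH 5.0, 0.01% Tween-20. 4-MU-alpha-glucoside 1 mM; 37 C x 40 min; NaOH/glycine stop; fluorescence.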
# GoLoco inh red: qHTS Assay for Inhibitors of RGS12 GoLoco Motif Activity (Red Fluorophore) | Gai1:RGS12 GoLoco peptide FP, rhodamine, 10 min | Potency, µM (titrated, usually from 61.6 µM), without a hit: at the top dose activity, negative = inhibition, actives largely listed as inhibitors | Guanine nucleotide-binding protein G(i) subunit alpha-1 (Homo sapiens), P63096 | actives 0.44% (n = 230,000); active means well fitted inhibition curve with a large enough effect, not every such curve was filed as active; inactive means no such curve, though single readings can be large or run the other way; further: on the % scale 0 is the no-effect control and ±100 the full control effect; nearly all actives have a fitted effect of over 30% in size; many of its hits are not listed in these tables
# Target sequence (P63096 whole entry, looked up): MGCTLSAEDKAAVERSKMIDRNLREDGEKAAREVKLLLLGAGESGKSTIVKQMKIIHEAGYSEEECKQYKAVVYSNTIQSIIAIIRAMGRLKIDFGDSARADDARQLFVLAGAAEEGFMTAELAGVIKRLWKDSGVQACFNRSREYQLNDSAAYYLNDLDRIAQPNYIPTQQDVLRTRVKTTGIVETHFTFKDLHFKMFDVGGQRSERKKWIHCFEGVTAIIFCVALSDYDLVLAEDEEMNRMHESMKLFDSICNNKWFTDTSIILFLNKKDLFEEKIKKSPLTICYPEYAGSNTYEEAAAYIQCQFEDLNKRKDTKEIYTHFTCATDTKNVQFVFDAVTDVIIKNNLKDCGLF
# GAA glycogen mod: qHTS Assay for Inhibitors and Activators of Human alpha-Glucosidase Cleavage of Glycogen; Lysosomal alpha-glucosidase (Homo sapiens), P10253; Potency, µM (doses to about 76.4 µM), for the others: top-dose activity change, negative = inhibition, usual class: inhibitors; AID 2100, 2009; recombinant GAA, glycogen substrate, Amplex Red glucose oxidase fluorescence; actives 0.38% (n = 300,000);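 further: 0% = full enzyme reaction and -100% = no-enzyme basal signal; the screen sought inhibitors and activators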
#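 Natural-substrate format: glycogen cleavage by 4 nM human enzyme, glucose read by Amplex Red coupling (Ex 573, Em 610 nm). Normalized to enzyme and no-enzyme controls.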
# HttQ103 aggreg: qHTS Multiplex Assay to Identify Dual Action Probes in a Cell Model of Huntington: Aggregate Formation (GFP). PC12 HttQ103-GFP aggregates, Acumen cytometry, 40 h. Potency, µM (series often up to 46.1 µM), inactives show at the top dose activity change, negative = inhibition, actives largely listed as inhibitors. actives 1.1% (n = 220,000). AID 1688, 2009; further: on the % scale 0 is the no-effect control and ±100 the full control effect; nearly all actives have a fitted effect of over 60% in size
#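 Using laser scanning cytometry, GFP-positive aggregates were counted after lysis of PC12 cells induced with 100 nM tebufenozide to express HTT exon 1 Q103–GFP. Compounds were tested in titration.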
# IMPase Li inh: qHTS Assay for Identifying the Cell-Membrane Permeable IMPase Inhibitors: Potentiation with Lithium. CHO-M1 cells, IP1 TR-FRET (IP-One), carbachol + lithium. Potency, µM (doses to about 59.4 µM), for the others: at the top dose activity, negative = IMPase inhibition, usual class: inhibitors. actives 0.35% (n = 210,000). AID 1457, 2008;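 further: IP1 builds up when IMPase is blocked and the TR-FRET signal falls; plate controls were basal vehicle for no effect and high inhibitor control for full effect; nearly all actives have a fitted effect of over 50% in size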
#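 CHO cells stably expressing M1 receptor (2000/well, cultured 16–30 h) treated 30 min at 37C with compound plus low lithium. Cytosolic IP1 by TR-FRET (665/620 ratio and 620 channel) after 10 min lysis; AC50 by Hill fit.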
# GAA inh: qHTS Assay for Inhibitors of Human alpha-Glucosidase as a Potential Chaperone Treatment of Pompe Disease; Lysosomal alpha-glucosidase (Homo sapiens), P10253; purified human GAA, 4-MU-alpha-glucoside fluorescence; Potency, µM (series often up to 76.9 µM), inactives show top-dose activity change, negative = inhibition, hits mostly inhibitors; actives 0.005% (n = 200,000); AID 1466, 2008;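 further: plate controls were uninhibited enzyme wells for no effect and no-enzyme background for full effect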
#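 Human alpha-glucosidase, 4 nM, pre-mixed with test compounds before 400 uM 4-methylumbelliferyl substrate; 20 min room temperature at pH 5.0. Fluorescence read after pH 10 stop; AC50 values from Hill-equation fits.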
# HTT cytoprotect: qHTS Multiplex Assay to Identify Dual Action Probes in a Cell Model of Huntington: Cytoprotection (ATP); actives 0.14% (n = 230,000); Potency, µM (series often up to 56.4 µM), for inactives: cytoprotection (ATP increase), most hits filed as activators; PC12 HTT-Q103 induced, cytoprotection, ATP luminescence, 40 h;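 further: % of control where 0% means no effect; nearly all actives have a fitted effect of over 45% in size; toxic huntingtin expression switched on by the ecdysone agonist tebufenozide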
#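 Readout: ATPlite luminescence (ATP level). Model: stable PC12, inducible Htt exon1 Q103-GFP. Inducer: tebufenozide, 100 nM final. Compounds: dose series. No G418 in medium.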
# * marks the source's active call; other numbers are inactive results; ? = inconclusive; . = not tested or not shown; & = joins results of further samples; [ ] = remark or other dose. Unless noted, the call rests on the fitted dose curve; in most records, active means well fitted curve in the direction sought with a large enough effect; inconclusive means small, poorly fitted or top-dose-only effect, or another doubt; inactive means no such curve, though single readings can be large; an effect the other way counts as inactive or inconclusive. Potency means the concentration at half of the fitted maximal effect. This is a subset; count on the stated rates, not on these rows.
SMILES,aGlu spleen mod,GoLoco inh red,GAA glycogen mod,HttQ103 aggreg,IMPase Li inh,GAA inh,HTT cytoprotect
CCCC(=O)NC(=S)Nc1ccccc1F,-5%,-11%,-7%,2%,-4%[38.3 µM],-2%,-34%
COC(=O)c1c(-c2ccc(C)cc2)csc1NC(=S)NC(=O)c1cc(OC)cc(OC)c1,-2%,15%,12%,1%,11%,-8%,10%[10 µM]
N#Cc1c(-c2ccccc2)cc(-c2ccco2)c(C#N)c1N,2%,67%[activator],4%,-7%,-12%[38.3 µM],?,2%
Cc1cccc(C2CN(C)CCc3c2cc(O)c(O)c3Cl)c1 (configuration not stated),9%,5%,.,.,12%,.,.
O=C(NC1CCS(=O)(=O)C1)C1CCCCN1S(=O)(=O)c1ccc(Cl)cc1 (configuration not stated),-1%,-4%,1%,-6%,5%[38.3 µM],-2%,8%
COc1cc(OC)cc(OCC(O)Cn2ccnc2C)c1 (configuration not stated),-7%,0%,1%,-6%,26%[38.3 µM],-7%,-5%[10 µM]
CS(=O)(=O)c1ccc2nc(NC(=O)c3ccc(S(=O)(=O)NCC4CCCO4)cc3)sc2c1 (configuration not stated),-8%,6%,0%,-15%,-2%,2%,-36%
CN(Cc1ccccc1)S(=O)(=O)c1ccc2c(c1)OCCO2,5%,2%,-2%,?,30%[38.3 µM],-19%,1%[0.074 µM]
CCc1nnc(NC(=O)CSc2ccc(-c3cccs3)nn2)s1,-3%,13%,4%,6%,4µM*,4%,-32%
CCCCn1c(SCC(=O)N2CC(=O)Nc3ccccc32)nnc1-c1ccoc1C,-7%,5%,-5%,9%,19%[38.3 µM],3%,19%[10 µM]
O=C1NN(c2ccccc2)C(=O)/C1=C\c1cccc(OC(=O)c2cccs2)c1,-10%,-22%,20µM*,25%,24%[38.3 µM],-1%,-8%
COC(=O)C1=C(C)N(c2cccc(OC)c2)C(=O)/C1=C\c1ccco1,3%,6%,0%,31%,13%,?,8%[10 µM]
Cc1cccc(N(CC(=O)NCc2ccc3c(c2)OCO3)C(=O)CCC(=O)Nc2ccccn2)c1C,9%,5%,20%,-14%,4%[38.3 µM],-6%,6%
COc1ccc2cc1Oc1ccc(cc1)CC1c3c(cc(OC)c4c3Oc3cc5c(cc3O4)CCNC5C2)CCN1C (configuration not stated),-3%,7%,8%,4µM*,.,.,-96%[inhibitor][10 µM]
CCOC(=O)C(C)(C)Sc1ncnc2nc[nH]c12,3%,10%,-3%,-12%,0%,-1%,19%[10 µM]
O=C(CSc1nnc(-c2cccs2)o1)N1CCCCC1,3%,4%,1%,-10%,-8%[38.3 µM],-3%,-30%
O=C(O)c1cccc(S(=O)(=O)NCCO)c1,.,1%[14.2 µM],.,.,-7%,.,-3%[10 µM]
CCCCC1CCC(C(=O)N2CCOCC2)CC1 (configuration not stated),3%,8%,-6%,13%,1%,0%,.
CCN(CC)S(=O)(=O)c1cccc(-c2nnc(SCC#N)n2Cc2ccccc2)c1,3%,10%,7%,-7%,-1%[38.3 µM],-8%,-5%[10 µM]
CC1(OC(=O)CCc2ccccc2)C(=O)C=C2C=C(c3ccc(C#N)cc3)N(CCN3CCOCC3)C=C2C1=O (configuration not stated),5%[17.4 µM],0%[14.2 µM],5%,-13%[9.22 µM],-8%,.,-1%&-9%[10 µM]
Cc1ccc(S(=O)(=O)C(C#N)c2nc3ccccc3nc2N2CCCCC2)cc1 (configuration not stated),5%,3%,-6%,-1%[9.22 µM],1%[38.3 µM],-7%,-21%
CCC(CC)C(=O)Nc1cc([N+](=O)[O-])ccc1F,1%,-3%,-14%,-6%,5%,-3%,.
COc1ccc(CCNC(=O)c2cc(=O)[nH]c3ccc(Br)cc23)cc1OC,-1%,-3%,-1%,3%,-19%,4%,9%[10 µM]
O=C(CCCCCN1C(=O)c2ccccc2C1=O)Nc1ccc(F)cc1,-12%,-10%,2%,3%,15%,1%,17%[10 µM]
CC1=NN(C(=O)CCc2ccccc2)C(O)(c2ccncc2)C1 (configuration not stated),.,15%,0%,23%,-4%,-1%,-55%[inhibitor]
COc1ccc(N2C(=O)C3CCCN3C2=O)cc1 (configuration not stated),5%,-10%,8%,2%[9.22 µM],-1%[38.3 µM],2%,-4%
N#Cc1ccccc1NC(=O)Nc1ccccc1,7%,4%,8%,22%[9.22 µM],-6%,?,21%[10 µM]
CCCCOC(=O)Nc1sc2nc(C)cc(C)c2c1-n1cccc1,1%,-10%,-5%,1%,0%[38.3 µM],0%,-4%
Cc1cc(C(=O)NC2CCCc3ccccc32)no1 (configuration not stated),-6%,6%,8%,-7%,1%[38.3 µM],-1%,13%
CC(C)Cc1nnc(NC(=O)c2cc3c(s2)CCC3)s1,3%,14%,-1%,-7%[9.22 µM],.,.,11%[10 µM]
Nc1nc(Nc2cccc(F)c2)nc2ccccc12,-4%,-10%,-5%,-19%,-3%[38.3 µM],-4%,-79%[inhibitor][10 µM]
COC(=O)Oc1ccc(/C=N/NC(=O)CN(c2ccccc2Br)S(C)(=O)=O)cc1OC,-7%,1%,3%,?,-5%[38.3 µM],-9%,4%
Cc1cccc(-c2nc(CSCC(=O)NCCCN3CCOCC3)c(C)o2)c1,-9%,12%,-14%,3%,7%[38.3 µM],6%,-7%
Cc1ccccc1N(CC(=O)NCc1ccc2c(c1)OCO2)C(=O)CCC(=O)Nc1ccccn1,0%,-13%,12%,-5%,11%[38.3 µM],7%,14%
COC(=O)c1c(NC(=O)C2CCC2)sc(C(=O)N(C)C)c1C,-5%,-12%,6%,-14%,-3%,4%,-6%[10 µM]
CCn1c(SCC(=O)Nc2ccc(OC)cc2OC)nc2nc3c(cc2c1=O)COC(C)(C)C3,4%,2%,6%,-10%[9.22 µM],.,-11%,8%[10 µM]
CCOC(=O)c1c(-c2cccc([N+](=O)[O-])c2)csc1N,-9%,2%,-8%,-3%,-3%,-4%,9%[10 µM]
CCCS(=O)(=O)N1CCC(C(=O)NCCN(C)Cc2ccccc2)CC1,0%,-3%,-7%,6%,2%[38.3 µM],6%,1%
Cc1cc([N+](=O)[O-])ccc1NC(=O)CN1C2CCC1CC(NC(=O)NC13CC4CC(CC(C4)C1)C3)C2 (configuration not stated),-2%,2%,-9%,-9%[9.22 µM],15%,-4%,-24%[10 µM]
COc1ccc(NC(=O)CSc2nc(N)c(NC(=O)c3cccs3)c(=O)[nH]2)cc1,-8%,-1%,-7%,-3%[9.22 µM],.,.,11%[10 µM]
CCn1nnnc1SCC(=O)Nc1cc(OC)cc(OC)c1,-12%,1%,-2%,10%,-19%[38.3 µM],-3%,-10%[10 µM]
Cc1ccc(CN2CCNC2=O)cc1,-7%,0%,2%,4%,-13%[38.3 µM],-2%,5%
c1ccc(-c2ncc3ccccn23)cc1,3%,35%[activator],13%,14%[9.22 µM],.,0%,-5%[10 µM]
O=S(=O)(NC1CCCCC1)c1ccc(S(=O)(=O)N2CCN3CCCC3C2)cc1 (configuration not stated),-8%,6%,8%,15%,7%[38.3 µM],2%,-6%
Clc1cccc(Cl)c1/C=N\Nc1nccs1,-5%,61%[activator],28µM*,0%,13%[38.3 µM],-4%,14%

# One compound at a time, as listed above:
# Record of c1ccc(-c2ncc3ccccn23)cc1 : aGlu spleen mod: 3%; GoLoco inh red: 35%[activator]; GAA glycogen mod: 13%; HttQ103 aggreg: 14%[9.22 µM]; IMPase Li inh: .; GAA inh: 0%; HTT cytoprotect: -5%[10 µM]
# Record of Cc1cccc(-c2nc(CSCC(=O)NCCCN3CCOCC3)c(C)o2)c1 : aGlu spleen mod: -9%; GoLoco inh red: 12%; GAA glycogen mod: -14%; HttQ103 aggreg: 3%; IMPase Li inh: 7%[38.3 µM]; GAA inh: 6%; HTT cytoprotect: -7%

# (cont.)
SMILES,aGlu spleen mod,GoLoco inh red,GAA glycogen mod,HttQ103 aggreg,IMPase Li inh,GAA inh,HTT cytoprotect
COCCn1c(=O)c(-c2ccc(Cl)cc2)nc2cnc(N3CCOCC3)nc21,0%,0%,.,.,-22%,.,15%
O=C(Nc1nc(-c2cc3ccccc3oc2=O)cs1)c1ccc(Br)o1,-2%,29%,0%,5%,17%[38.3 µM],-3%,12%
O=C(CNC(=O)c1ccccc1Cl)OC1CCOC1=O (configuration not stated),-8%,-3%,20%,12%,-6%,-1%,-27%[10 µM]
COc1ccc(/C=N/Nc2nccnc2Cl)cc1,-19%,-13%,?,12%[9.22 µM],35%[activator][38.3 µM],-5%,-73%[inhibitor]

# Sorted by heavy-atom count (smallest number first): some entries from above
SMILES,aGlu spleen mod,GoLoco inh red,GAA glycogen mod,HttQ103 aggreg,IMPase Li inh,GAA inh,HTT cytoprotect
Cc1ccc(CN2CCNC2=O)cc1,-7%,0%,2%,4%,-13%[38.3 µM],-2%,5%
Clc1cccc(Cl)c1/C=N\Nc1nccs1,-5%,61%[activator],28µM*,0%,13%[38.3 µM],-4%,14%
COc1ccc(/C=N/Nc2nccnc2Cl)cc1,-19%,-13%,?,12%[9.22 µM],35%[activator][38.3 µM],-5%,-73%[inhibitor]
O=C(CNC(=O)c1ccccc1Cl)OC1CCOC1=O (configuration not stated),-8%,-3%,20%,12%,-6%,-1%,-27%[10 µM]
CCn1nnnc1SCC(=O)Nc1cc(OC)cc(OC)c1,-12%,1%,-2%,10%,-19%[38.3 µM],-3%,-10%[10 µM]
CCCS(=O)(=O)N1CCC(C(=O)NCCN(C)Cc2ccccc2)CC1,0%,-3%,-7%,6%,2%[38.3 µM],6%,1%
COCCn1c(=O)c(-c2ccc(Cl)cc2)nc2cnc(N3CCOCC3)nc21,0%,0%,.,.,-22%,.,15%
COc1ccc(NC(=O)CSc2nc(N)c(NC(=O)c3cccs3)c(=O)[nH]2)cc1,-8%,-1%,-7%,-3%[9.22 µM],.,.,11%[10 µM]
Cc1cc([N+](=O)[O-])ccc1NC(=O)CN1C2CCC1CC(NC(=O)NC13CC4CC(CC(C4)C1)C3)C2 (configuration not stated),-2%,2%,-9%,-9%[9.22 µM],15%,-4%,-24%[10 µM]
